High-throughput results as filed in PubChem BioAssay.
ERAP1 HTS inh – ERAP1 (human) enzyme inhibition. Q9NZ08. recombinant ERAP1, Leu-AMC fluorescence, 60 min. inhibition, % at 10.7 µM. 0.15% of 340,000 active. AID 652197;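 active = mean replicate inhibition of at least 30%, or all replicates individually reaching that 30% level; inactive = mean below 30% and not every replicate reaching it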;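 note: 0% = neutral control wells and 100% = L-leucinethiol positive control wells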
PglD inh – PglD (C. jejuni) enzyme inhibition; purified PglD enzyme, DTNB colorimetric CoA detection; inhibition, % at 12.5 µM; 0.098% of 360,000 active; in the data active = inhibition above about 16%, passing the limit was not always enough; inconclusive = no clear call, values can overlap the other calls; note: strong numbers were not always called active
RAD54 inh – RAD54 (human) branch migration inhibition | RAD54 Holliday junction branch migration, FAM/BHQ fluorescence | AID 602329 | Q92698 | 0.14% of 360,000 active | inhibition, % at 10.4 µM;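 active = mean normalized replicate activity at least 40 and at least half of replicates scoring 40 or more; inconclusive = only one of the two criteria met; inactive = mean below 40 and under half of replicates reaching 40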;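 note: 0% = median of neutral control wells and 100% = median of positive control wells; inhibitors cause a drop in the FAM fluorescence signal; in these data hits start at about 50%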
RAD52 inh – inhibitors of human RAD52 DNA annealing | P43351 | recombinant RAD52 DNA annealing, FRET fluorescence | inhibition, % at 18.7 µM | 0.46% of 360,000 active;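 active = every replicate showing at least 50% inhibition; inconclusive = mean inhibition at least 50% but not in every replicate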
Target sequence (P43351 whole entry, looked up): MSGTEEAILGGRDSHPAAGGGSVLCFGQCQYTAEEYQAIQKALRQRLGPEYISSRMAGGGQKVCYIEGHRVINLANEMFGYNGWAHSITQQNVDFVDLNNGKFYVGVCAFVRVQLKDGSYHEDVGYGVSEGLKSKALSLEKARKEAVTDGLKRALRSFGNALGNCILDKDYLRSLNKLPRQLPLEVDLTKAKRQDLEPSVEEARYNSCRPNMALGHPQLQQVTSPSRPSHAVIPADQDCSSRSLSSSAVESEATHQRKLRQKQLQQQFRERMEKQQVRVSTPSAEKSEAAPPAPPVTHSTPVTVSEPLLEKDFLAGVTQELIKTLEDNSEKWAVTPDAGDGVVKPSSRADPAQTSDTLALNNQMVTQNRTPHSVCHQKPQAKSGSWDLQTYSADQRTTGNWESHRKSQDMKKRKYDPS
Cneo AK release – causes C. neoformans cell lysis; lysis activity, % at 15 µM; AID 651654; 0.2% of 360,000 active; adenylate kinase release luminescence, 4 h; normalised: neutral wells 0, clomiphene wells 100;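 active = mean lysis activity across replicates of at least 80%, whatever share of replicates individually reach that level; inactive = mean lysis activity below 80%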
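Material: C. neoformans cells; Schedule: 4 h static compound exposure, 37 °C, read 1 h post-reagent; Measured by: adenylate kinase release luminescence; Read-out: signal increase indicating cell lysis; Controls: Clomiphene as positive lysis control.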
PGC1a acetyl inh – lowers PGC1a acetylation signal in U2OS cells; AlphaScreen anti-acetyl-lysine; with virally co-expressed GCN5 acetyltransferase; inhibition, % at 15.6 µM; 0.17% of 350,000 active;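 active = every replicate shows inhibition of at least 40%; inconclusive = mean inhibition at least 40% but some replicate below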;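 note: 0% = neutral control wells and 100% = positive control wells; some results beyond the cut were filed as inactive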
E-selectin induc – E-selectin induction on HUVECs; 0.37% of 260,000 active; activation, % at 7.58 µM; HUVEC E-selectin immunofluorescence imaging; normalized: neutral wells 0, TNF-alpha wells 100; AID 686992;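 active = mean E-selectin-positive cell signal at least 10% of the positive control, reached in at least 60% of replicates, without over 20% cell loss; inconclusive = no rule given, readout overlaps actives, possibly toxicity-flagged; inactive = the rest, including those meeting only one limit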;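 note: in these data hits start at about 27%; measured in HUVEC primary endothelial cells; signal is the percent of cells scored E-selectin positive by PE staining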
Target sequence (P16581 whole entry, looked up): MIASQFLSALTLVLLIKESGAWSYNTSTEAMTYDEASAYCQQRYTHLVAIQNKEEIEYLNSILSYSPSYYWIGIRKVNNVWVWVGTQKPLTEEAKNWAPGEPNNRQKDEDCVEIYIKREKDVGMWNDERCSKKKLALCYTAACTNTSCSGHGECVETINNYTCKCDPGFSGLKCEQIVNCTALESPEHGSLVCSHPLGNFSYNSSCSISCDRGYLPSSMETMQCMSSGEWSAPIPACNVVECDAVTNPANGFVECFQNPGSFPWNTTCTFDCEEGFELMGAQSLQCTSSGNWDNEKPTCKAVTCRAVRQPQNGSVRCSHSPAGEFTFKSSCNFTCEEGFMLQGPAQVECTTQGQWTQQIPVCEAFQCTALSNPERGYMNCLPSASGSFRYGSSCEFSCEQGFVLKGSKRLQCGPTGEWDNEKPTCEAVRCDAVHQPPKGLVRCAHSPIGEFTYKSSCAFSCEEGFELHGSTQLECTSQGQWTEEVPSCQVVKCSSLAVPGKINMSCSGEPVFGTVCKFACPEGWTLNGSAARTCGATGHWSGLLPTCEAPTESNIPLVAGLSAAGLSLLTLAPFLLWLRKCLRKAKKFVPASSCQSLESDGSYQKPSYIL
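System: HUVEC / Compound: single concentration / Signal: immunofluorescence imaging / Read-out: percent E-selectin-positive cells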
miR122 inh – blocks miR-122 activity in Huh7 sensor cells | Huh7 miR-122 Renilla luciferase sensor, 48 h; neutral wells = 0, positive control = 100 | activation (reporter increase), % at 12.5 µM | 0.3% of 340,000 active;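 active = mean replicate activation score at least 90 and every replicate individually at or above 90; inconclusive = only one of the two criteria met; inactive = neither criterion met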;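 note: higher luciferase means less miR-122 activity so hits act as miR-122 inhibitors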
* marks the source's active call; other numbers are inactive results; ? = inconclusive; . = not tested or not shown; [ ] = another dose, or the depositor's remark.

SMILES	ERAP1 HTS inh	PglD inh	RAD54 inh	RAD52 inh	Cneo AK release	PGC1a acetyl inh	E-selectin induc	miR122 inh
C=CCOC(=O)c1oc(COC[C@@H](NC(=O)N(C)Cc2ccccc2)c2ccccc2)c(C(=O)OC)c1C(=O)OC	-0.3	.	.	8.0	-7.4	-13.2	.	.
C[C@@]12CCC3[C@@](CCC4[C@@]3(C)CCC[C@@]4(C)C(=O)Nc3ccc(Cl)cc3)(CC1=O)C2 (stereo partly drawn)	1.5	-2.8	3.1	-16.6	1.0	.	0.1	3.8
CCOc1ccnc(OCC)c1Br	-0.1	1.7	-4.6	-0.1	0.4	?	.	0.9
COc1cc(CCC(=O)Nc2cc(Cl)ccc2N2CCN(C)CC2)cc(OC)c1OC	-1.1	-3.9	7.0	9.2	1.5	1.4	.	.
O=C(c1ccccc1Nc1ccc(SC(F)F)cc1)N1CCCCCC1	.	-1.9	-5.5	.	0.2	-52.6	.	.
CN(C)CCNC(=O)C1CCN(S(=O)(=O)c2ccc3ccccc3c2)CC1	4.0	-4.4	-0.6	-18.3	-0.7	-4.0	0.6	0.9
C[C@@H]1CN([C@@H](C)CO)C(=O)Cc2cc(NS(C)(=O)=O)ccc2O[C@H]1CN(C)S(C)(=O)=O	2.4	2.2	1.4	7.5	1.9	-1.4	-3.4	-2.0[16.7 µM]
CCCCN1C(=O)CC(C(=O)O)C1c1ccc(OC)cc1 (stereo not drawn)	.	.	4.4	.	-3.1	11.5	.	-8.2
COc1cc(CNC(=O)c2cc(-c3cc(Cl)ccc3C)n[nH]2)cc(OC)c1	10.0	-6.4	-8.6	-16.9	-0.6	-2.5	0.0	-8.3
CCCCCCCC(=O)N/N=C/c1ccncc1	2.1	1.5	15.5	-5.6	-0.6	8.8	1.8	14.1
CC(C)CN(C(=O)C1=COCCO1)c1c(N)n(Cc2ccccc2)c(=O)[nH]c1=O	2.9	0.4	-3.5	-30.0	-1.0	-12.4	0.2	-2.7
COc1ccc(NC(=O)Nc2ccc3c(c2)C(=O)N([C@@H](C)CO)C[C@@H](C)[C@H](CN(C)C(=O)NC(C)C)OCCCC[C@H](C)O3)cc1	0.4	1.0	1.5	-0.1	1.4	3.5	.	1.5[16.7 µM]
CNS(=O)(=O)c1ccc(C(=O)NCC(=O)NCC2COc3ccccc3O2)cc1 (stereo not drawn)	2.9	1.6	4.2	-9.1	-0.2	10.3	0.2	11.8
C[C@@H]1CN([C@H](C)CO)C(=O)Cc2cc(NC(=O)CCCCCC(=O)Nc3ccccc3N)ccc2O[C@H]1CN(C)C(=O)Nc1ccc(F)cc1	3.2	.	.	17.0	.	0.5	5.4	-8.1[16.7 µM]
O=C(Cc1c(O)c2ccccc2[nH]c1=O)NCc1ccccc1F	.	-13.2	-1.7	.	0.2	12.4	.	14.9
CCCc1cn(CC[C@H]2CC[C@@H](NS(=O)(=O)c3ccccc3Cl)[C@H](CO)O2)nn1	4.3	0.4	1.2	-6.7	0.2	8.6	-0.4	.
COc1cc(OC)cc(C(=O)NCCCCCCNC(=O)c2cc(OC)cc(OC)c2)c1	4.5	2.2	9.9	-53.7	-1.4	-3.3	0.3	-4.9
N[C@@H]1CC[C@@H](CCn2cc(C3CCCCC3)nn2)O[C@H]1CO	-2.8	1.6	-1.2	5.4	-5.3	11.8	-0.3	.
COc1ccc(NC(=O)Nc2ccc3c(c2)CC(=O)N([C@@H](C)CO)C[C@H](C)[C@@H](CN(C)Cc2ccc(C(F)(F)F)cc2)O3)cc1	.	2.9	0.1	.	4.3	-6.1	4.1	-0.7[16.7 µM]
O=C(C[C@@H]1C[C@H]2c3cc(NC(=O)c4ccc5c(c4)OCO5)ccc3O[C@H]2[C@H](CO)O1)NC1CCCCC1	-2.9	4.2	-0.7	23.3	0.0	-3.7	-0.3	-1.9[16.7 µM]

Part of the list above in order of length of the SMILES, smallest number first.
SMILES	ERAP1 HTS inh	PglD inh	RAD54 inh	RAD52 inh	Cneo AK release	PGC1a acetyl inh	E-selectin induc	miR122 inh
N[C@@H]1CC[C@@H](CCn2cc(C3CCCCC3)nn2)O[C@H]1CO	-2.8	1.6	-1.2	5.4	-5.3	11.8	-0.3	.
COc1cc(OC)cc(C(=O)NCCCCCCNC(=O)c2cc(OC)cc(OC)c2)c1	4.5	2.2	9.9	-53.7	-1.4	-3.3	0.3	-4.9
CCCc1cn(CC[C@H]2CC[C@@H](NS(=O)(=O)c3ccccc3Cl)[C@H](CO)O2)nn1	4.3	0.4	1.2	-6.7	0.2	8.6	-0.4	.

The results go on:
SMILES	ERAP1 HTS inh	PglD inh	RAD54 inh	RAD52 inh	Cneo AK release	PGC1a acetyl inh	E-selectin induc	miR122 inh
Cc1ccc(C(=O)N2CCN(C)CC2)cc1S(=O)(=O)N1CCOCC1	-5.9	-0.8	-0.7	-28.5	-0.4	-0.5	-0.2	1.9
COc1ccc(CN(C)C[C@H]2Oc3c(NC(=O)Nc4ccc5c(c4)OCO5)cccc3C(=O)N([C@H](C)CO)C[C@H]2C)cc1	-1.0	-2.0	-3.7	6.4	-62.9	.	3.4	7.2[16.7 µM]
COc1cccc(C(NC(C)=O)c2nc(-c3ccc(N(C)C)cc3)cs2)c1 (stereo not drawn)	2.1	-5.6	-7.8	-22.2	-1.0	.	0.0	-2.9
CCCCCC(=O)N/N=C(\C)c1ccccn1	.	-3.0	3.3	.	10.0	12.7	.	-4.8
O=C(Nc1ccccc1)Nc1ccc2c(c1)[C@H]1C[C@H](CC(=O)N3CCCCC3)O[C@@H](CO)[C@H]1O2	-1.1	1.6	-1.3	5.1	3.7	-11.8	0.5	2.3[16.7 µM]
CO[C@H]1CN(C)C(=O)c2cc(NC(=O)C3CCCCC3)ccc2OC[C@@H](C)N(C(=O)c2ccccc2)C[C@@H]1C	-5.7	-0.6	-9.8	18.1	-3.1	-6.2	-0.1	.
CCC(C)(C)NC(=O)C(c1ccc(OC)cc1)N(C(=O)CCC(=O)Nc1cc(C)on1)c1ccc(OC)c(OC)c1 (stereo not drawn)	-2.6	2.2	-0.7	-6.6	-3.2	8.5	.	-4.6
Cc1cc(NC(=O)c2c(Cl)c(C)nn2C)no1	.	2.8	10.3	.	-0.3	-8.9	.	-0.8
Cc1cc(C(=O)Nc2cccc3c2O[C@H](CN(C)Cc2ccccc2)[C@@H](C)CN([C@H](C)CO)C3=O)n(C)n1	1.3	-0.1	-9.5	-4.5	-3.9	.	-0.2	30.1[16.7 µM]
O=C(CN1CCN(c2ccc(O)cc2)CC1)Nc1ccccc1C(=O)NCCc1ccccc1	0.2	3.9	-2.2	-5.4	3.1	-8.2	66.5*	1.8
O=c1oc2ccccc2cc1-c1nnc(NCc2ccco2)s1	.	.	0.8	.	-2.6	-24.0	.	2.8
CCOC(=O)C1=C(OCc2ccc(Cl)cc2)C2C=C(C)C=CC2N=C1 (stereo not drawn)	.	-2.4	4.1	.	-2.1	7.6	.	3.8
C[C@H](CO)N1C[C@H](C)[C@H](CN(C)C(=O)C2CCC2)Oc2ncc(C#CC3CCCC3)cc2C1=O	-0.3	0.4	4.2	-6.8	1.1	1.1	-0.2	57.5[16.7 µM]
Cn1c(N)c(C(=O)COC(=O)c2ccc3c(c2)OCCO3)c(=O)n(C)c1=O	.	-0.1	0.0	.	-4.5	.	.	-2.8
COC(=O)c1nc2cc3c(cc2c(C)c1C(=O)OC)OCO3	.	-1.6	-2.7	.	-0.8	-6.7	.	-6.6
O=C(Nc1ccncc1)C1CCN(S(=O)(=O)c2ccc(Cl)cc2)CC1	-6.3	.	.	-6.4	.	-17.5	0.0	16.7
COc1ccc(S(=O)(=O)Nc2ccc(S(=O)(=O)N3CCOCC3)cc2)cc1C	.	9.9	-4.3	.	2.8	1.1	.	36.7
CCOc1ccc(S(N)(=O)=O)cc1-c1nc2c(C(C)(C)C)nn(C)c2c(=O)[nH]1	-5.0	-6.2	-11.6	-13.9	-0.1	?	-0.2	-0.4
Cc1nn(C)cc1NC(=O)C[C@@H]1CC[C@@H]2[C@H](COc3ccc(NC(=O)C4CCC4)cc3C(=O)N2C)O1	0.8	1.9	2.6	-2.5	1.1	8.4	0.0	-1.9[16.7 µM]
COc1ccc(C(=O)N=c2nc3ccccn3s2)cc1	.	14.0	-7.8	.	1.7	-3.9	.	-1.6
COC(=O)CC1SC(=O)NC1=Nc1ccc(O)cc1 (stereo not drawn)	-2.4	4.2	-3.8	-6.1	2.3	.	.	.
COc1ccc(S(=O)(=O)N(C)C[C@@H]2Oc3ncc(-c4cc5ccccc5o4)cc3C(=O)N([C@H](C)CO)C[C@@H]2C)cc1	-2.4	3.7	-8.1	7.9	-2.2	-23.1	.	-3.4[16.7 µM]
N=C1C(c2nc3ccccc3[nH]2)=C(O)CN1c1ccccc1	.	3.5	-6.4	.	-2.6	2.4	.	6.7
COc1ccc(CN(C)C[C@@H]2Oc3c(NS(=O)(=O)c4ccccc4)cccc3C(=O)N([C@H](C)CO)C[C@H]2C)cc1	-1.3	-2.2	-13.0	5.4	-0.7	0.2	-0.2	1.0[16.7 µM]
CC(C)N=C(NS(=O)(=O)c1ccccc1)C(Cl)(Cl)Cl	2.0	6.8	-14.8	-20.0	-5.6	-12.3	.	17.8
O=c1c2cc3c(=O)n(CC4CCCO4)c(=O)c3cc2c(=O)n1CC1CCCO1 (stereo not drawn)	-1.3	-4.0	4.5	5.7	-0.5	-3.7	.	.
Cc1ccc(S(=O)(=O)N2CCN(c3c([N+](=O)[O-])cc(C(F)(F)F)cc3[N+](=O)[O-])CC2)cc1	-1.9	9.2	2.5	-0.8	2.7	-2.7	-0.1	-2.7
COc1ccc(S(=O)(=O)N(C)C[C@H]2Oc3ccc(NC(=O)CCC(F)(F)F)cc3CC(=O)N([C@@H](C)CO)C[C@@H]2C)cc1	-3.0	5.1	-4.9	23.1	28.5	-5.6	-0.4	12.0[16.7 µM]

Taken from the listing for reference:
SMILES	ERAP1 HTS inh	PglD inh	RAD54 inh	RAD52 inh	Cneo AK release	PGC1a acetyl inh	E-selectin induc	miR122 inh
COC(=O)CC1SC(=O)NC1=Nc1ccc(O)cc1 (stereo not drawn)	-2.4	4.2	-3.8	-6.1	2.3	.	.	.
COc1ccc(S(=O)(=O)N(C)C[C@@H]2Oc3ncc(-c4cc5ccccc5o4)cc3C(=O)N([C@H](C)CO)C[C@@H]2C)cc1	-2.4	3.7	-8.1	7.9	-2.2	-23.1	.	-3.4[16.7 µM]
N=C1C(c2nc3ccccc3[nH]2)=C(O)CN1c1ccccc1	.	3.5	-6.4	.	-2.6	2.4	.	6.7
COc1ccc(CN(C)C[C@@H]2Oc3c(NS(=O)(=O)c4ccccc4)cccc3C(=O)N([C@H](C)CO)C[C@H]2C)cc1	-1.3	-2.2	-13.0	5.4	-0.7	0.2	-0.2	1.0[16.7 µM]

Five entries already listed, ordered by the number in RAD52 inh, largest number first.
mol | ERAP1 HTS inh | PglD inh | RAD52 inh | PGC1a acetyl inh | miR122 inh
COc1cc(CCC(=O)Nc2cc(Cl)ccc2N2CCN(C)CC2)cc(OC)c1OC | -1.1 | -3.9 | 9.2 | 1.4 | .
COc1ccc(S(=O)(=O)N(C)C[C@@H]2Oc3ncc(-c4cc5ccccc5o4)cc3C(=O)N([C@H](C)CO)C[C@@H]2C)cc1 | -2.4 | 3.7 | 7.9 | -23.1 | -3.4[16.7 µM]
Cc1nn(C)cc1NC(=O)C[C@@H]1CC[C@@H]2[C@H](COc3ccc(NC(=O)C4CCC4)cc3C(=O)N2C)O1 | 0.8 | 1.9 | -2.5 | 8.4 | -1.9[16.7 µM]
COC(=O)CC1SC(=O)NC1=Nc1ccc(O)cc1 (stereo not drawn) | -2.4 | 4.2 | -6.1 | . | .
CC(C)CN(C(=O)C1=COCCO1)c1c(N)n(Cc2ccccc2)c(=O)[nH]c1=O | 2.9 | 0.4 | -30.0 | -12.4 | -2.7
